Vc quorum ag: induces V. cholerae light production without autoinducers | activation, % at 18.7 µM | V. cholerae BH1578 lux reporter, luminescence, 6 h | 0.16% of 350,000 active; in the data active means activation mostly above about 9.7%, no sharp cut-off; inconclusive means no clear call, values can overlap the other calls; inactive means mostly below about 3.7%; further: not every result past the cut was called active; inactives centre near 0; reference of the scale not given here
BoNT A protease: inhibitors of Botulinum neurotoxin A light chain protease; multiplex microsphere protease substrate cleavage, flow cytometry; inhibition, % at 10 µM; 0.17% of 360,000 active; further: plate controls were buffer without enzyme for full effect and enzyme alone for no effect
SSB-PriA inh: inhibitors of Klebsiella pneumoniae PriA binding to SSB C-terminal tail. AlphaScreen SSBct-PriA binding, biotinylated peptide. 0.6% of 430,000 active. inhibition, % at 33 µM. AID 1272365; in the data active means inhibition mostly above about 37%, no sharp cut-off; inactive means mostly below about 20%;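 further: plate controls were negative control peptide for no effect and reference peptide for full effect; strong numbers were not always called active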
TcdB inh: TcdB glycohydrolase inhibition; TcdB glycohydrolase enzymatic assay, plate reader; inhibition, % at 9.99 µM; 0.24% of 350,000 active; AID 652162; in the data active means inhibition above about 10%
Target sequence (P18177 whole entry, looked up): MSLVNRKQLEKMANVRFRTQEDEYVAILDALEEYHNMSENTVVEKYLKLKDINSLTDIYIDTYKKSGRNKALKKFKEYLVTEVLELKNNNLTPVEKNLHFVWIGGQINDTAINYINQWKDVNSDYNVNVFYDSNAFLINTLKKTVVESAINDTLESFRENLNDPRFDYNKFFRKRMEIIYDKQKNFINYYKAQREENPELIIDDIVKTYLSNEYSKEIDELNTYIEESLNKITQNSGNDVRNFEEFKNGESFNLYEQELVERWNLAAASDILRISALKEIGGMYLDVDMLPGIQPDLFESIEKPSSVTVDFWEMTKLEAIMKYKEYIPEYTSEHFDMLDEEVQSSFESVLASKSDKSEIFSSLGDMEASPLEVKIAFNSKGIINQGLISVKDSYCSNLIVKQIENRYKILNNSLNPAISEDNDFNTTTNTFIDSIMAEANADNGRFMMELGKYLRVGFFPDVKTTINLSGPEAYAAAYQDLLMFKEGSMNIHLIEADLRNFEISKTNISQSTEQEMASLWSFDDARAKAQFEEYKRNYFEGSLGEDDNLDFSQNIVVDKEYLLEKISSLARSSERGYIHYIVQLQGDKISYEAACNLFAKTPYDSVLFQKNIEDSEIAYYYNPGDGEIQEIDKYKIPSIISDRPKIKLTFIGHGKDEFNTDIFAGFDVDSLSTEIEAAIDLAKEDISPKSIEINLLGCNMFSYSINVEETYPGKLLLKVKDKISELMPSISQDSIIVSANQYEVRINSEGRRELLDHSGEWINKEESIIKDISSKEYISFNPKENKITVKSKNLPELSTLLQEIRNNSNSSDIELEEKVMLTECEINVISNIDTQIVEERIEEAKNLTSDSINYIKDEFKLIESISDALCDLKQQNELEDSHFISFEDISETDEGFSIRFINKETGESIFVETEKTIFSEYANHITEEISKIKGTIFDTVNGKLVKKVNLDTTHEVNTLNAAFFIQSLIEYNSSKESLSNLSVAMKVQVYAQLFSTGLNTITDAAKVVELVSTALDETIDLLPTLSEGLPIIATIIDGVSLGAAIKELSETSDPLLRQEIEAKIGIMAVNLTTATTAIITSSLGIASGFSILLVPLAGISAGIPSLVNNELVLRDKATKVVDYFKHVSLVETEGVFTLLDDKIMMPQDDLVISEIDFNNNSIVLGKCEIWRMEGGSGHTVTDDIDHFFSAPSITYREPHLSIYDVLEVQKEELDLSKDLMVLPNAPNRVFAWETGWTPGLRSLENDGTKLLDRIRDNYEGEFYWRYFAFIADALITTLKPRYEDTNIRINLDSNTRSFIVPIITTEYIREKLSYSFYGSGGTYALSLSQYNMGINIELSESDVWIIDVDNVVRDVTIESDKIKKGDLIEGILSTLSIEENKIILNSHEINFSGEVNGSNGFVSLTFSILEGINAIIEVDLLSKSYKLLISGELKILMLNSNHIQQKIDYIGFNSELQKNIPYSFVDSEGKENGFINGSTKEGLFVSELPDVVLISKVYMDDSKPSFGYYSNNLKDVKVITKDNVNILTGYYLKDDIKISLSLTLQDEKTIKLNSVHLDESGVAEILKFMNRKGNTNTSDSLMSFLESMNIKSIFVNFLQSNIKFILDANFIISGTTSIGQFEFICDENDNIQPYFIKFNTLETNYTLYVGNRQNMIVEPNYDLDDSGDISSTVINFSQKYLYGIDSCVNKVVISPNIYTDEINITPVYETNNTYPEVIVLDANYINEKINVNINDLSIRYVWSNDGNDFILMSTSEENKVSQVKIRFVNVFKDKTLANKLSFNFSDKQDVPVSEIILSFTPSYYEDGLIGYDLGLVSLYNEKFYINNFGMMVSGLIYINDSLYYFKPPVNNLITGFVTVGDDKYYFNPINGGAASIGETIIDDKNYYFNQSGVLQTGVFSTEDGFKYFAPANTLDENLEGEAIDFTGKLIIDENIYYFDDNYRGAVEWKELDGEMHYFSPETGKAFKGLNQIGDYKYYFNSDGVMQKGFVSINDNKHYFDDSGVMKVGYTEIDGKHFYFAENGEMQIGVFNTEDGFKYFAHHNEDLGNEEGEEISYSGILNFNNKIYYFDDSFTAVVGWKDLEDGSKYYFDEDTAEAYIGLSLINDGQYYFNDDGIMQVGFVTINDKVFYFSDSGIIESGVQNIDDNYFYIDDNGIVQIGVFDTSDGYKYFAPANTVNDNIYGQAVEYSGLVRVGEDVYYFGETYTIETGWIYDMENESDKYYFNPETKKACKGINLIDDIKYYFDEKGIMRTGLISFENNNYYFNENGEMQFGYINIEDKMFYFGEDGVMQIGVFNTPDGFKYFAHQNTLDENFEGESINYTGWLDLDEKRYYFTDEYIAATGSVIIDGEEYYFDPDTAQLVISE
3CLpro inhibitor: SARS-CoV 3CLpro protease inhibition; P0C6X7; recombinant SARS-CoV 3CLpro, quenched FRET peptide cleavage; inhibition, % at 6 µM; 0.14% of 290,000 active; in the data active means inhibition above about 12%
Anthrax LF prot: anthrax lethal factor protease inhibition; multiplex microsphere protease cleavage assay, LF; inhibition, % at 10 µM; 0.12% of 360,000 active; further: plate controls were buffer without enzyme for full effect and enzyme alone for no effect
PfHsp40 yeast: compounds rescuing yeast from Plasmodium falciparum HSP40 toxicity | S. cerevisiae expressing PfHsp40, growth rescue, ATP luminescence | growth rescue, % at 12.5 µM | 0.68% of 340,000 active; in the data active means growth rescue above about 28%, passing the limit was not always enough; inconclusive means no clear call, values can overlap the other calls;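 further: yeast W303a lacking pdr1 and pdr3 grown in galactose medium; growth measured after three days at 30 °C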
Yp Topo-I inh: inhibitors of Yersinia pestis topoisomerase I; activity, % at 10 µM; 0.064% of 360,000 active; Y. pestis Topo-I cleavage product accumulation, plate reader; in the data active means activity above about 50%, passing the limit was not always enough; inconclusive means no clear call, values can overlap the other calls; further: inactives centre near 2
PrPC surface inh: inhibitors of human cell surface prion protein PrPC; AID 720596; 0.43% of 370,000 active; P04156; inhibition, % at 13.8 µM; TR-FRET read-out; in the data active means inhibition above about 24%; further: 0% = median of the test wells and 100% = reference compound wells
* = called active by the depositor; i = inactive; ? = inconclusive; nt = no result given; & = joins results of further samples. Unless noted, no stated cut-off is given here; in the data, active means inhibition above about 30%; inconclusive means no clear call, values can overlap the other calls; inactive means below that.

mol | Yp Topo-I inh | TcdB inh | PfHsp40 yeast | Vc quorum ag | BoNT A protease | Anthrax LF prot | SSB-PriA inh | 3CLpro inhibitor | PrPC surface inh
O=C1C(=O)N(CCCO)C(c2ccc(Br)cc2)/C1=C(\O)c1ccc(Br)cc1 (stereo not drawn) | 1.3 | -0.9 | 0.0 | i | 0.4 | -8.6 | nt | 3.4 | 7.2
CSCC[C@H](NC(=O)[C@H]1CC[C@H](CNC(=O)[C@@H]2CCCN2)CC1)C(=O)O | -10.1 | -10.4 | -0.1 | i | -1.5 | -3.5 | nt | -3.0 | 0.1
Cc1ccc(S(=O)(=O)CCC(=O)Nc2cccc(S(=O)(=O)N3CCCCCC3)c2)cc1 | 31.4 | 1.4 | 0.5 | -1.3 | -0.4 | -3.7 | 5.4 | nt | -2.6
Cc1ccc(NC(=O)Cn2ccnc2)cc1C | -0.9 | 1.5 | -0.7 | i | -1.4 | 5.6 | -10.2 | 2.5 | -1.5
CC(=O)n1nc(-c2ccc(C)cc2)nc1NCc1ccco1 | 13.9 | 0.9 | 1.1 | -0.3 | -0.1 | -3.5 | -4.3 | -3.6 | 6.7
O=C(OCc1nc2scc(-c3ccccc3)c2c(=O)[nH]1)c1ccco1 | 2.9 | 1.9 | 0.2 | -0.3 | -0.5 | -1.5 | -0.7 | nt | -4.5
CC1(Cc2ccc(F)cc2)C(=O)Nc2ccc(S(=O)(=O)NC3CCCCC3)cc21 (stereo not drawn) | 7.9 | -7.3 | nt | -0.7 | 0.2 | 1.6 | nt | nt | 22.3
c1ccc2c(c1)ccc1nnnn12 | -5.8 | -0.5 | -0.9 | -0.4 | 1.9 | 1.9 | -7.9 | nt | -3.0
COCCNC(=O)Cn1cc(C(=O)c2ccccc2F)c2ccccc21 | 4.6 | -0.5 | 1.8 | i | nt | nt | -3.6 | 8.6 | 1.5
Cc1c(C(=O)NN)sc(-c2ccccc2)c1C#N | 0.3 | -1.5 | 0.5 | -0.7 | -0.4 | -10.7 | -9.8 | 4.5 | -2.1
COc1cccc(C2=NN(C(=O)c3ccc(C)o3)C(O)(C(F)(F)F)C2)c1 (stereo not drawn) | 6.6 | 0.6 | 4.2 | -0.3 | -0.6 | -8.2 | 6.8 | 3.2 | -3.7
COc1cccc(-c2nc(C=O)cs2)c1 | -9.1 | 0.0 | -2.0 | i | 1.3 | -0.1 | -17.3 | 3.7 | -4.3
COc1cc2c(C(=O)O)c(C)n(C)c2cc1Br | -11.2 | 0.6 | 0.3 | -0.5 | -0.6 | 0.2 | 2.6 | 2.1 | 7.1
O=C(Nc1cccnc1Oc1ccc(Cl)cc1)c1cccc2ccccc12 | 8.4 | 0.8 | 1.1 | i | -8.8 | -17.5 | -8.4 | 2.9 | -9.0
O=C(COC(=O)c1ccccc1SCC(=O)N1CCCC1)Nc1ccc(OC(F)F)cc1 | 7.3 | 0.3 | -0.7 | i | 0.2 | -2.6 | -7.4 | nt | 2.3
Cc1ccc(NC(=O)COc2ccc(CCO)cc2-n2nc3ccccc3n2)cc1C | 40.5 | nt | 0.4 | 1.1 | 0.1 | -3.6 | -7.4 | 0.8 | 3.8

Some of the entries above, reformatted.
Results follow in this order: Yp Topo-I inh | TcdB inh | PfHsp40 yeast | Vc quorum ag | BoNT A protease | Anthrax LF prot | SSB-PriA inh | 3CLpro inhibitor | PrPC surface inh
COc1cc2c(C(=O)O)c(C)n(C)c2cc1Br
    -11.2 | 0.6 | 0.3 | -0.5 | -0.6 | 0.2 | 2.6 | 2.1 | 7.1
O=C(Nc1cccnc1Oc1ccc(Cl)cc1)c1cccc2ccccc12
    8.4 | 0.8 | 1.1 | i | -8.8 | -17.5 | -8.4 | 2.9 | -9.0

Additional records follow.
mol | Yp Topo-I inh | TcdB inh | PfHsp40 yeast | Vc quorum ag | BoNT A protease | Anthrax LF prot | SSB-PriA inh | 3CLpro inhibitor | PrPC surface inh
Cc1nnc(SCCc2ccccc2)[nH]c1=O | -6.6 | nt | 1.6 | i | ? | 0.5 | 0.7 | -1.6 | 0.1
CCOC(=O)CC1=CSC2=NS(=O)(=O)CCN12 | 1.3 | nt | -1.2 | nt | -0.2 | 0.4 | -2.2 | 3.3 | 1.6
COCCN(C(=O)Cn1nnc2ccccc21)C(C(=O)NC1CCCCC1)c1ccc(OC)cc1OC (stereo not drawn) | 11.7 | nt | -0.7 | -2.0 | -0.4 | 2.2 | -3.9 | 4.0 | 1.6
CCNC(=O)C1(C)CCCN(Cc2noc(-c3ccccc3OC)n2)C1 (stereo not drawn) | -5.9 | 1.4 | nt | 0.0 | -0.5 | -2.1 | nt | nt | -3.7
Cc1[nH]c2ccc(C(C)C)cc2c1CC(=O)O | -1.2 | 1.6 | -1.0 | -0.3 | -2.0 | -17.0 | 6.0 | 1.1 | -4.6
CN(Cc1ccc(Cl)cc1Cl)C(=O)CNC(=O)c1ccc2c(c1)OCO2 | 25.7 | 0.7 | 0.5 | -1.6 | -3.1 | -0.5 | -0.6 | nt | 6.9
COc1ccc(-n2nc(C(=O)c3cccs3)cc(-c3nc4ccccc4[nH]3)c2=N)cc1 | 5.4 | nt | -1.3 | i | 1.0 | 13.9 | 27.5 | 3.1 | -2.3
CCn1ncc(Br)c1C(=O)Nc1cc(C)cc(C)c1 | 2.5 | nt | -1.0 | -0.2 | -1.8 | 0.5 | -5.6 | -3.3 | -4.1

Single records, as listed above. Screens in order: Yp Topo-I inh, TcdB inh, PfHsp40 yeast, Vc quorum ag, BoNT A protease, Anthrax LF prot, SSB-PriA inh, 3CLpro inhibitor, PrPC surface inh
Results for O=C(COC(=O)c1ccccc1SCC(=O)N1CCCC1)Nc1ccc(OC(F)F)cc1 → 7.3, 0.3, -0.7, i, 0.2, -2.6, -7.4, nt, 2.3
Results for Cc1[nH]c2ccc(C(C)C)cc2c1CC(=O)O → -1.2, 1.6, -1.0, -0.3, -2.0, -17.0, 6.0, 1.1, -4.6
Results for Cc1c(C(=O)NN)sc(-c2ccccc2)c1C#N → 0.3, -1.5, 0.5, -0.7, -0.4, -10.7, -9.8, 4.5, -2.1
Results for COCCN(C(=O)Cn1nnc2ccccc21)C(C(=O)NC1CCCCC1)c1ccc(OC)cc1OC (stereo not drawn) → 11.7, nt, -0.7, -2.0, -0.4, 2.2, -3.9, 4.0, 1.6

Later entries
mol | Yp Topo-I inh | TcdB inh | PfHsp40 yeast | Vc quorum ag | BoNT A protease | Anthrax LF prot | SSB-PriA inh | 3CLpro inhibitor | PrPC surface inh
COc1ccc(CNC(=O)CN(Cc2ccccc2)S(=O)(=O)c2ccc(Cl)cc2)cc1 | -3.7 | nt | 2.4 | -0.2 | -1.4 | -0.9 | -15.2 | -0.2 | 15.2
COc1ccccc1N1CCN(C2CCCN(C(=O)c3ccsc3)C2)CC1 (stereo not drawn) | 2.0 | -1.5 | 0.6 | 0.1 | -1.2 | -2.3 | -6.2 | 3.3 | -5.0
O=C(NCC(c1cccnc1)N1CCN(c2ccc(F)cc2)CC1)OCc1ccccc1 (stereo not drawn) | 25.6 | nt | 0.0 | i | nt | nt | -6.4 | 1.0 | -2.2
CCOc1ccc(NC(=O)CN(C)C(=O)c2cn3ccccc3n2)cc1OCC | -13.3 | 2.4 | -0.1 | 1.4 | 3.5 | -3.2 | -14.4 | nt | 4.4
C[C@@H](CO)NC(=O)c1nc[nH]c1C(=O)N[C@H](C)c1ccccc1 | -2.4 | 1.9 | nt | i | -0.5 | 3.8 | nt | nt | 4.3
COc1ccc2nc3oc(C(=O)NCCCOC(C)C)cc3cc2c1 | 6.5 | -1.0 | -0.7 | -0.3 | 0.6 | -1.3 | 0.9 | -2.1 | -21.7
CC1(c2nnc(Cc3ccccc3)o2)CC(c2cccc([N+](=O)[O-])c2)=NO1 (stereo not drawn) | -6.0 | 1.2 | -0.3 | -0.9 | -0.1 | -4.8 | 2.4 | nt | -4.1
COc1ccc(C(C)C)cc1S(=O)(=O)NCC1CCCO1 (stereo not drawn) | 5.4 | -0.6 | -1.1 | i | -1.9 | 7.5 | -15.1 | 0.7 | 4.8
CCOC(=O)C1CCCN(CC(=O)NC2=Nc3ccccc3N=C(C)C2c2ccccc2)C1 (stereo not drawn) | -5.7 | nt | 0.2 | -0.3 | ? | ? | -5.2 | -3.6 | -5.1
Nc1[nH]n2c(=O)c3c(nc2c1N=Nc1ccccc1)CCCC3 | -3.0 | nt | 0.4 | 2.8 | -0.3 | 0.3 | -20.7 | -2.2 | -22.9
COc1ccc(S(=O)(=O)NCCC(=O)N2CCCC2)cc1N(C)S(C)(=O)=O | 11.5 | 0.5 | 1.6 | -0.2 | 1.2 | -12.9 | 1.2&22.0 | -5.9 | 7.5
O=C(NCc1ccco1)C1Cc2c(-c3cccc(F)c3)ccnc2O1 (stereo not drawn) | 7.9 | 0.6 | nt | -0.6 | -0.8 | -8.0 | nt | nt | 7.7
COc1ccc(OC)c(Nc2c3c(nc4ccccc24)CCC3)c1 | 2.8 | 1.2 | -0.9 | i | -1.0 | -6.9 | 24.1 | 6.2 | 18.9
O=C(COC(=O)c1ccc(NS(=O)(=O)c2ccc3c(c2)OCCO3)cc1)NC1CCS(=O)(=O)C1 (stereo not drawn) | -4.6 | 1.5 | 0.7 | -0.7 | -0.7 | -3.5 | -7.3 | 0.3 | -0.6
COc1cc(Cl)ccc1OCc1cc(C(=O)NCC(C)c2ccccc2)no1 (stereo not drawn) | 23.1 | -0.1 | 18.4 | -0.4 | -1.6 | -4.2 | -18.8 | -1.4 | -4.1
COCCNC(=O)c1ccc(-n2c(SCc3cccnc3)nc3ccccc3c2=O)cc1 | 0.9 | 1.5 | 1.5 | -0.2 | 0.0 | -3.2 | 6.0 | -0.5 | 10.3
COC(=O)CN(c1cccc(OC)c1)S(C)(=O)=O | 2.5 | nt | -1.6 | -7.1 | -0.9 | 3.7 | -4.2 | 4.2 | 0.0
CCOc1ccc(N2CC(C(=O)N3CCc4ccccc4C3)CC2=O)cc1 (stereo not drawn) | 10.9 | nt | -0.5 | i | -1.1 | -4.3 | -7.7 | -1.7 | -8.1
O=C(c1ccc2c(c1)OCO2)N1CCN(S(=O)(=O)N2CCCCC2)CC1 | 6.3 | 0.8 | -0.7 | -0.2 | -0.6 | 8.3 | -9.7 | -3.1 | 1.6
Cc1[nH]c(=O)sc1C(=O)NCc1ccc([N+](=O)[O-])cc1 | -2.5 | 0.9 | nt | i | 0.0 | 2.0 | nt | nt | -12.7
CCN(CCNC(=O)C1CCC(=O)N1Cc1ccc(C)cc1)c1ccccc1 (stereo not drawn) | 14.6 | 0.9 | -1.1 | -0.5 | -0.7 | 1.3 | -7.3 | 4.4 | 1.9
CCOc1ccc(NC(=O)CN(C)C(=O)COc2cccc(CC)c2)cc1OCC | 23.3 | 0.1 | 0.0 | 0.7 | 7.1 | 0.7 | 0.1 | nt | 7.8
CCn1c(=O)c2cc(C(=O)NCCC(C)C)sc2c2ccccc21 | -7.4 | 0.6 | 1.1 | i | -1.7 | 1.2 | -3.9 | 4.2 | 3.6
Cn1cccc1C(=O)NC(=O)COC(=O)c1ccc(O)cc1 | -8.8 | nt | -1.5 | i | 1.7 | -0.4 | -11.4 | -0.5 | 4.1
O=S(=O)(c1ccccc1)N1CCN(c2cccc(Cl)c2)CC1 | 17.2 | 0.6 | 4.2 | i | -2.7 | 2.1 | -25.5 | 0.7 | -5.3

This is a subset; rates above refer to the full screens.
